Myeloid diff MLP = myeloid differentiation induction; ER-HoxA9 myeloid progenitors, lysozyme-GFP differentiation, flow cytometry; calls only at 10 µM; actives 1% (n = 360,000);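 active = normalized GFP-positive differentiation at or above the plate's own cutoff, the solvent-only control mean plus 3 SD; inconclusive = no clear call, values can overlap the other calls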;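 also: cells exposed to compound for four days before flow analysis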
RSV CPE inhibition = inhibition of RSV-induced cytopathic effect – HEp-2 cells, primary 10 µM value included (AID 2391). HEp-2 cells, RSV-induced CPE inhibition; higher % means a stronger effect. one-dose CPE inhibition, % at 10 µM; IC50 in µM for titrated hits. actives 0.13% (n = 310,000); in the data active = a potency from the dose series; inconclusive = CPE inhibition mostly from about 23% at the one dose, without a potency; inactive = the rest, 99 in 100 with CPE inhibition below about 21%; also: strong numbers were not always called active
West Nile virus CPE = inhibition of WNV-induced cytopathic effect – cell-based, CPE readout (AID 1621). CPE inhibition, % at 10 µM, or IC50 in µM where a hit was titrated. West Nile virus-infected cells, CPE inhibition; higher % means a stronger effect. actives 0.02% (n = 290,000); in the data active = a potency from the dose series; inconclusive = CPE inhibition mostly from about 3.7% at the one dose, without a potency; inactive = the rest, 99 in 100 with CPE inhibition below about 2.2%; also: strong numbers were not always called active
PhoP inhibition = PhoP-dependent GFP reporter repression – Salmonella Typhimurium, primary screen (AID 1863) | S. Typhimurium PhoP-regulated promoter GFP reporter, 4 h; higher % means a stronger effect | one-dose inhibition, % at 50 µM; IC50 in µM for titrated hits | actives 0.16% (n = 300,000);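 active = inhibition over 29.93%, a cutoff 3 SD above the screen mean, later confirmed by dose response; inconclusive = inhibition over 29.93% but no dose response follow-up; inactive = inhibition at most 29.93% or unconfirmed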;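 also: 0% = low Mg2+ inducing control and 100% = high Mg2+ repressing control; strong numbers were not always called active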
SV40 large T antigen = SV40 large T antigen inhibitors, biochemical (AID 1903) | SV40 large T antigen ATPase/helicase inhibition assay; higher % means a stronger effect | actives 0.39% (n = 310,000) | one-dose inhibition, % at 20 µM; IC50 in µM for titrated hits; in the data active = a potency from the dose series; inconclusive = inhibition mostly from about 32% at the one dose, without a potency; inactive = the rest, 99 in 100 with inhibition below about 32%; also: strong numbers were not always called active
T cell modulator = T cell immune modulators affecting CD8 T cell-vesicle binding; calls only at 7 µM; actives 0.068% (n = 330,000); 2C CD8+ T cell-vesicle binding, flow cytometry; active compounds read low;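 active = response, share of CD8 T cells binding vesicles, and their 90th percentile fluorescence all below set limits, cut at about 80% in these data, passing the limit was not always enough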
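Test system: purified 2C TCR transgenic mouse naive CD8+ T cells. Probe or stimulus: QL9-peptide-loaded Drosophila micro-vesicles bearing Ld, ICAM-1 and B7-1. Incubation: binding step 1.5 h, 37 °C, antibody labelling 20 min, ice. Measured by: flow cytometry of vesicle-bound cells.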
MgcRacGAP inhibition = MgcRacGAP GTPase-activating activity inhibitors, confirmation, biochemical, ADP Hunter fluorescence | one-dose inhibition, % at 30 µM; IC50 in µM for titrated hits | actives 0.6% (n = 340,000) | AID 624330 | MgcRacGAP-stimulated Rac1 GTP hydrolysis, ADP Hunter fluorescence; higher % means a stronger effect; GST-tagged Rac1 F28L mutant substrate;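 active = first-screen hits whose inhibition reached a set limit at any dose in the follow-up dose series; inconclusive = inhibition above the set first-screen limit but never retested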;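 also: fluorescence reports GDP produced by GAP-driven GTP hydrolysis; strong numbers were not always called active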
b-catenin transl = alters nuclear translocation of beta-catenin in HeLa cells | nuclear translocation activity, % at 5 µM | actives 0.3% (n = 190,000) | immunofluorescence imaging;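 active = nuclear translocation activity above 50% at 5 µM, with a well cell count of 50 or more; inconclusive = wells under 50 cells across six images, flagged as toxic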;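 also: per-cell ratio of nuclear to cytoplasmic median beta-catenin stain intensity; plate controls were DMSO negative control for no effect and GSK-3 inhibitor IX positive control for full effect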
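Technique: fluorescence imaging of beta-catenin antibody stain plus DAPI / Material: human HeLa cell line / Incubation: compound treatment 24 h, 37°C, 5% CO2 / Read-out basis: % activation of per-cell nuclear versus cytoplasmic median beta-catenin signal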
WT yeast gro inh = growth inhibition of WT yeast, mitochondrial fusion screen | inhibition, % at 10 µM | mitochondrial fusion phenotypic screen, WT strain | actives 2.1% (n = 190,000) | AID 1362; in the data active = inhibition above about 58%; tested in S. cerevisiae
WT yeast gro inh mutant strain = second read-out of WT yeast gro inh, no call of its own (marks repeat the call); inhibition, %; mitochondrial fusion phenotypic screen, mutant strain inhibition
b-catenin transl cell count 5 µM = recorded beside b-catenin transl, whose call it bears; cell count; measured here: cell count, cytotoxicity flag
T cell modulator vesicle-bound % = further read-out of T cell modulator, marked with its call; double positive events, %; measured here: CD8+ vesicle-bound cell fraction;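 binding gate set so that unloaded-vesicle control wells show 10% double positive cells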
Myeloid diff MLP GFP+ MAC1+ % = recorded beside Myeloid diff MLP, whose call it bears; GFP+ MAC1+ double positive, %; measured here: differentiation confirmed by MAC1 staining
* = called active by the depositor; i = inactive; ? = inconclusive; · = not tested or not shown. Hits appear at their usual frequency; overall some 3.6% were active at least once.

The line under a structure holds: Myeloid diff MLP	Myeloid diff MLP GFP+ MAC1+ %	RSV CPE inhibition	West Nile virus CPE	PhoP inhibition	SV40 large T antigen	T cell modulator	T cell modulator vesicle-bound %	MgcRacGAP inhibition	b-catenin transl	b-catenin transl cell count 5 µM	WT yeast gro inh	WT yeast gro inh mutant strain
CC1(C)CC(=O)C2=C(C1)c1c(ccc3ccccc13)NC2c1ccc(OCC(=O)O)cc1 (centres undefined)
  i	0.5	2.0%	0.1%	-5%	14%	i	51	5%	·	·	·	·
O=Cc1ccc(-n2nncc2-c2ccc([N+](=O)[O-])cc2)cc1
  i	0.2	-0.2%	1.4%	12%	6%	i	57	-1%	-0.1	1500	20	9
O=C(NCc1ccco1)c1cc2cc3ccc(Cl)cc3nc2o1
  i	0.5	3.0%	2.1%	-3%	4%	i	48	0%	·	·	3	-6
COc1ccc2c(c1)-c1ccccc1S(=O)(=O)N2C(C)=O
  i	11	0.0%	0.0%	11%	10%	i	34	7%	0.2	1421	-3	4
Cn1nnnc1SCC(=O)N1c2ccccc2Sc2ccc(Cl)cc21
  i	0.3	6.2%	-0.1%	9%	-4%	i	24	11%	-0.1	1022	3	5
O=C(Nc1ccc(F)cc1)c1ccccc1NS(=O)(=O)N1CCCC1
  ·	·	2.4%	-0.1%	-10%	15%	i	33	6%	0.5	968	34	16
CCCS(=O)(=O)c1c(S(=O)(=O)CCC)c2c(C)cccn2c1C(N)=O
  i	0.9	0.1%	0.0%	-1%	8%	i	26	10%	-2.3	1281	-11	-4
Cc1ccc2nc3c(c(C(=O)O)c2c1)CCC3
  i	1.7	1.8%	-0.4%	-14%	14%	i	31	8%	-7.2	892	-12	2
CCn1c(SCC(=O)N2CCCCC2)nnc1-c1ccc(S(=O)(=O)N2CCN(C)CC2)cc1
  i	1.3	1.5%	0.3%	-1%	11%	i	26	-1%	2.0	1084	-2	-7
CCOc1cc(OCC)c(C(C)=O)cc1OCC
  i	1.8	0.4%	·	·	·	i	30	-5%	·	·	·	·
COCCCNC(=O)/C=C/c1cccc(Cl)c1
  i	0.6	2.3%	-0.9%	-5%	6%	i	54	4%	0.3	1406	-8	-7
CSc1ccc(CCNC(=O)CS(=O)(=O)Cc2nc(-c3ccccc3F)oc2C)cc1
  i	3.5	1.5%	0.3%	-6%	9%	i	7	11%	·	·	·	·
C#CCNC(=O)C1=C[C@@H](c2ccc(C#C)cc2)C[C@@H](OCc2ccc(CO)cc2)O1
  i	2.2	2.6%	-0.7%	-4%	6%	i	36	8%	·	·	·	·
Cc1cc([N+](=O)[O-])ccc1NC(=O)c1csc(C)c1C
  ?	·	-0.3%	-0.5%	-1%	30%	i	64	-1%	·	·	·	·
COc1ccc(C2SCC(=O)N2c2ccc(C)cc2)cc1 (centres undefined)
  i	0.3	1.2%	-0.8%	-6%	2%	i	49	9%	·	·	·	·
COc1ccc(OCC(O)CN2CCN(Cc3ccc4c(c3)OCO4)CC2)cc1 (centres undefined)
  i	0.5	2.6%	-0.6%	-4%	6%	i	45	1%	·	·	-6	22
CCC(C)NC(=O)C1c2ccccc2C(=O)N1Cc1ccc(F)cc1 (centres undefined)
  i	0.5	0.6%	-0.9%	-3%	12%	i	26	8%	·	·	·	·
C[C@H](NC(=O)c1nc[nH]c1C(=O)N1CCNCC1)C(=O)OCc1ccccc1
  i	1.2	1.1%	·	·	6%	i	32	6%	·	·	·	·
CN(Cc1ccccc1)C(=O)CCC(=O)N(C)Cc1ccccc1
  i	1.2	1.7%	-0.1%	10%	6%	i	23	13%	-4.6	949	-7	0
CC(C)(C)c1csc(NC(=O)c2cccnc2)n1
  i	0.6	3.9%	-0.8%	-4%	13%	i	54	4%	·	·	·	·
Cc1ccccc1OCC(=O)OCC(=O)c1ccc(-c2ccccc2)cc1
  i	0.1	3.8%	-1.0%	-13%	5%	i	56	5%	-0.8	795	-16	16
C/C(=N\Nc1cccc2cccnc12)c1ccc[nH]1
  i	0.0	0.2%	-0.5%	-6%	5%	i	10	44%	-1.0	1065	12	4
O=C(C1=C[C@@H]2[C@H]3C(=O)N(c4ccccc4Cl)C(=O)[C@H]3[C@@H](C(=O)c3ccc(Cl)cc3)N2C=C1)c1ccccc1
  ·	·	-0.8%	0.9%	-6%	30%	i	39	·	8.7	547	-3	4
COc1ccc(N2C(=O)CC(NC34CC5CC(CC(C5)C3)C4)C2=O)c(OC)c1 (centres undefined)
  i	3.9	1.3%	0.0%	-1%	1%	i	37	4%	0.1	1070	-5	-11
Cc1cc(-c2nnc(CCC(=O)N(CC3CC3)CC3CCCO3)o2)no1 (centres undefined)
  i	0.1	1.3%	-0.1%	0%	23%	i	60	9%	1.5	1100	7	15
C=CCNC(=O)Cc1c(OC)ccc2cc(Br)ccc12
  i	0.3	11%	-0.9%	4%	10%	i	33	-18%	0.5	1555	-9	10
O=C(O)/C=C\C(=O)NCc1ccccc1
  i	1.9	0.9%	-0.6%	-15%	11%	i	59	6%	·	·	6	19
CCCn1cc(CN2CCCC(CNC(=O)c3ccc(F)cc3)C2)c(C)n1 (centres undefined)
  i	0.5	-0.7%	-1.2%	-6%	26%	i	30	4%	0.7	967	0	9
NC(=O)[C@@H]1CCCNc2c(F)cc([N+](=O)[O-])cc2C(=O)N[C@@H](CO)C(=O)NCC(=O)N1
  i	1.8	0.4%	0.1%	6%	10%	·	·	9%	5.0	564	7	-20
CCn1cc(C(=O)NC(=S)Nc2cccc(O)c2)cn1
  i	0.4	1.9%	1.3%	-3%	11%	i	52	2%	-5.5	1163	-18	2

Entries of single compounds, quoted from the list:
Listed for `CCCn1cc(CN2CCCC(CNC(=O)c3ccc(F)cc3)C2)c(C)n1` (centres undefined) = Myeloid diff MLP: i; Myeloid diff MLP GFP+ MAC1+ %: 0.5; RSV CPE inhibition: -0.7%; West Nile virus CPE: -1.2%; PhoP inhibition: -6%; SV40 large T antigen: 26%; T cell modulator: i; T cell modulator vesicle-bound %: 30; MgcRacGAP inhibition: 4%; b-catenin transl: 0.7; b-catenin transl cell count 5 µM: 967; WT yeast gro inh: 0; WT yeast gro inh mutant strain: 9
Listed for `CN(Cc1ccccc1)C(=O)CCC(=O)N(C)Cc1ccccc1` = Myeloid diff MLP: i; Myeloid diff MLP GFP+ MAC1+ %: 1.2; RSV CPE inhibition: 1.7%; West Nile virus CPE: -0.1%; PhoP inhibition: 10%; SV40 large T antigen: 6%; T cell modulator: i; T cell modulator vesicle-bound %: 23; MgcRacGAP inhibition: 13%; b-catenin transl: -4.6; b-catenin transl cell count 5 µM: 949; WT yeast gro inh: -7; WT yeast gro inh mutant strain: 0

Continued:
The line under a structure holds: Myeloid diff MLP	Myeloid diff MLP GFP+ MAC1+ %	RSV CPE inhibition	West Nile virus CPE	PhoP inhibition	SV40 large T antigen	T cell modulator	T cell modulator vesicle-bound %	MgcRacGAP inhibition	b-catenin transl	b-catenin transl cell count 5 µM	WT yeast gro inh	WT yeast gro inh mutant strain
O=C(Cc1ccc(Cl)cc1)NN1C(=O)c2ccccc2C1=O
  i	0.3	2.1%	0.4%	-10%	-1%	i	60	8%	-1.8	1026	6	14
COC(=O)C1=C(N)Oc2cc(C)n(Cc3ccncc3)c(=O)c2C1c1cccnc1 (centres undefined)
  i	0.7	0.7%	0.1%	·	·	i	18	9%	·	·	·	·
CCc1ccc(/C=N/NC(=O)c2nnn(-c3nonc3N)c2CN2CCOCC2)cc1
  i	2.4	2.2%	-0.2%	3%	15%	i	24	12%	·	·	·	·
O=C(c1ccco1)N1CCN(C(=O)c2cnn3cccnc23)CC1
  i	2.0	-1.6%	-0.1%	13%	9%	i	46	4%	1.2	1239	-2	-14
COc1ccc(-c2cnc3ccccc3n2)cc1NC(=O)CNC(=O)c1ccccc1
  i	1.2	-0.1%	2.0%	0%	14%	i	12	5%	·	·	·	·
CC1CCN(C(=O)CN2C(=O)C(C)(C)Oc3ccc(C(=O)NC4CCCC4)cc32)CC1
  i	0.9	-0.8%	?	3%	14%	i	39	6%	-0.9	994	1	-16
Cn1ccc(NC(=O)Nc2cccc(C(F)(F)F)c2)n1
  i	0.2	3.1%	-1.1%	-9%	-3%	i	1	5%	-4.7	1037	7	11
COc1ccc(-c2ccoc2)cc1[C@H]1[C@H]2C=CC[C@@H](C)[C@@H]2C(=O)N1Cc1ccccc1
  i	1.0	2.4%	0.1%	0%	13%	i	45	6%	0.8	1137	·	·
CCN(C(=O)COC(=O)C1CCN(S(=O)(=O)c2ccc3c(c2)OCCO3)CC1)C1CCS(=O)(=O)C1 (centres undefined)
  i	0.3	1.4%	·	-8%	8%	i	47	6%	·	·	·	·
CCCCOc1ccc(C)cc1CN(CCO)CCO
  i	1.6	-0.4%	-1.0%	-10%	2%	i	30	9%	·	·	-6	14
CCOC(=O)CSc1nc2sc3c(c2c(=O)n1-c1ccc(C)cc1)CCN(C)C3
  i	0.6	0.4%	-0.8%	4%	9%	i	32	·	·	·	·	·
CCOc1ccc(OCC(=O)NCc2n[nH]c(=O)c3ccccc23)cc1
  i	0.9	-1.1%	·	2%	10%	i	13	1%	·	·	·	·
O=C(CSc1nc2ccccc2nc1N1CCOCC1)Nc1ccccc1F
  i	4.4	-0.1%	-1.4%	·	-2%	i	34	5%	·	·	·	·
COc1cccc(NC(=O)CSc2nc(C)cs2)c1
  i	0.9	-0.5%	0.3%	2%	9%	i	43	7%	-1.3	1167	-9	-26
Cc1ccc(S(=O)(=O)CCC(=O)Nc2nnc(CC(C)C)s2)cc1
  i	0.8	0.3%	·	-7%	5%	i	11	2%	·	·	·	·
CCn1ccnc1CN(C)C(=O)C1CCC(=O)N(CCc2cccc(F)c2)C1 (centres undefined)
  i	0.7	0.7%	0.1%	-7%	2%	i	41	7%	·	·	·	·
COc1ccc(/C=C2\CCCC(C(=O)C(F)(F)F)=C2O)cc1OC
  ·	·	-1.3%	-0.4%	-5%	14%	i	2	·	-1.6	570	18	12
O=C(O)Cc1c(-c2ccccc2)c2cc(Br)ccc2[nH]c1=O
  i	0.9	0.4%	0.1%	-6%	14%	i	14	6%	-1.0	1311	·	·
